Compound activity: PubChem BioAssay, several laboratories
Fam108B counter: counter-screen for RBBP9 inhibitors: inhibitors of mouse Fam108B | actives 0.33% (n = 300,000) | inhibition, % at 9.51 µM | AID 1947 | recombinant Fam108B, FP-Rh probe fluorescence polarization;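 active = inhibition above the screen mean inhibition plus 3 SD, computed separately per campaign, cut at about 18% in these data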;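 note: inhibitors lower polarization as less probe binds the enzyme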
pPAFAH inh: pPAFAH (human) enzyme inhibition | AID 463082 | recombinant pPAFAH, FP-rhodamine probe fluorescence polarization | actives 1.5% (n = 330,000) | inhibition, % at 3.39 µM;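 active = inhibition above the mean inhibition across the screen plus 3 SD, cut at about 25% in these data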;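 note: inhibitors block binding of the rhodamine activity-based probe so polarization drops; 0% = enzyme with DMSO and 100% = wells lacking pPAFAH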
Bcl-xL primary: Bcl-xL (human) inhibition. GST-Bcl-xL / FITC-Bim BH3 peptide fluorescence polarization. inhibition, % at 10.9 µM. actives 0.7% (n = 320,000). Q07817;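 active = inhibition above the mean of all tested compounds plus 3 SD, cutoff set per campaign, cut at about 30% in these data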;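 note: 0% = DMSO wells and 100% = unlabeled Bim-BH3 peptide competitor; inhibitors lower millipolarization by displacing the labeled peptide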
MCL1-BIM inh: disrupts human MCL1 binding to BIM-BH3 peptide; actives 0.68% (n = 320,000); AID 2057; GST-MCL1 / FITC-Bim-BH3 fluorescence polarization; inhibition, % at 10.9 µM;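 active = inhibition above the mean inhibition of all tested compounds plus 3 SD, set per campaign, cut at about 40% in these data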;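 note: 0% = DMSO wells and 100% = unlabeled Bim-BH3 peptide control; higher means more loss of mP so more displacement of Bim peptide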
Target sequence (Q07820 whole entry, looked up): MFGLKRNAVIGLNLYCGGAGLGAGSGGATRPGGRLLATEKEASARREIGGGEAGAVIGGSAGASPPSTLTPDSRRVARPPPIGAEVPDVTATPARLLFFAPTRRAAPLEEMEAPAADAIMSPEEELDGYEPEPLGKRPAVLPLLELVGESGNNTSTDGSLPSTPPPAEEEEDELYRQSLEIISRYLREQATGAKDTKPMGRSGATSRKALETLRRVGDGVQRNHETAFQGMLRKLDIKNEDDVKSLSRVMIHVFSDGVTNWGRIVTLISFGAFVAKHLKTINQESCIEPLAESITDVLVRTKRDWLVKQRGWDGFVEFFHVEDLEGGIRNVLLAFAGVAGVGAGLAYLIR
PME-1 primary: blocks human protein phosphatase methylesterase 1 | Q9Y570 | recombinant PME-1, FP-Rh probe fluorescence polarization | inhibition, % at 5.9 µM | actives 0.53% (n = 320,000);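 active = inhibition above the campaign mean of all compounds plus 3 SD, cut at about 26% in these data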;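 note: competitive labeling of PME-1 active site by serine hydrolase directed probe; 0% = PME-1 with DMSO and 100% = wells lacking PME-1 enzyme; inhibitors block probe labeling so polarization falls and inhibition rises; many of its hits are not listed in these tables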
AHR activator: human AHR activation. activation, % at 5 µM. actives 2.5% (n = 320,000). AHR-responsive luciferase reporter cells, luminescence. P35869; in the data active = activation above about 47%;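 note: 0% = vehicle wells and 100% = reference agonist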
GLD-1 TGE inh: GLD-1-TGE RNA interaction inhibition (C. elegans); actives 0.44% (n = 320,000); Q17339; AID 2280; purified GLD-1 + fluorescein TGE RNA, fluorescence polarization; inhibition, % at 5.96 µM;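 active = percent inhibition above a per-plate cutoff, the plate mean of test compounds plus 3 SD, cut at about 30% in these data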;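 note: 0% = DMSO wells with GLD-1 and probe and 100% = wells lacking GLD-1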
MEX-5 binding: C. elegans MEX-5 TCR-2 RNA binding activity; MEX-5/FITC-TCR2 RNA binding, fluorescence polarization; active compounds read low; activity score (negative = inhibition of binding), % at 10 µM; actives 0.38% (n = 300,000);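 active = inhibition past about -25% in most replicates, and total fluorescence under double the plate's negative control median, limit read from the data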;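 note: 0% = DMSO and -100% = 5 µM competing unlabeled TCR2 RNA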
Target sequence (Q9XUB2 whole entry, looked up): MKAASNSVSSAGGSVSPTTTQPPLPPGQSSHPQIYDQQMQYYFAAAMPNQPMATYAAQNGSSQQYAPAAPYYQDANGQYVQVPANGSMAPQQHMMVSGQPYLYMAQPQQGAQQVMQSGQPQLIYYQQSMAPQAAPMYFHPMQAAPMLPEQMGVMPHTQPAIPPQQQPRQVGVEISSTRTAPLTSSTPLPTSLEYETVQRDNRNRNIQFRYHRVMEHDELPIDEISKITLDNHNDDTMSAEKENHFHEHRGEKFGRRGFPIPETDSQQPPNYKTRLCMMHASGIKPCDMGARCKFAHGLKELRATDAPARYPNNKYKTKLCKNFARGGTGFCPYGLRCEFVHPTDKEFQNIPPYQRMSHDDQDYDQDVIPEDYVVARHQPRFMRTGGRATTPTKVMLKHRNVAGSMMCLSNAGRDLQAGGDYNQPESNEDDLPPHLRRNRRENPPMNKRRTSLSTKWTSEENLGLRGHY
PAFAH1B2 inh: blocks human PAF acetylhydrolase 1b catalytic subunit 2; P68402; recombinant PAFAH1B2, FP-rhodamine activity probe, fluorescence polarization; inhibition, % at 3.39 µM; actives 1.2% (n = 340,000); AID 492953;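 active = inhibition above the mean of all tested compounds plus 3 SD, cut at about 24% in these data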;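 note: 0% = enzyme with DMSO and 100% = wells lacking PAFAH1B2; many of its hits are not listed in these tables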
Target sequence (P68402 whole entry, looked up): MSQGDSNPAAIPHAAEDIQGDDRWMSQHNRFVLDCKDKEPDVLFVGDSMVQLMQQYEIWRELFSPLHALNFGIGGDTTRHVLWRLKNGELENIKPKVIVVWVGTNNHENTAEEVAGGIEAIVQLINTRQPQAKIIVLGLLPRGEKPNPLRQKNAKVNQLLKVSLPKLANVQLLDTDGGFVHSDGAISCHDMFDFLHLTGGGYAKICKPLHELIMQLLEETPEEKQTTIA
Starred values were filed as active, the others as inactive; . = no result given. An excerpt, so the mix of outcomes need not match the whole.

#	Compound	Fam108B counter	pPAFAH inh	Bcl-xL primary	MCL1-BIM inh	PME-1 primary	AHR activator	GLD-1 TGE inh	MEX-5 binding	PAFAH1B2 inh
1	NC(=O)C1c2ccccc2Oc2ccccc21	6	-1	5	-4	3	2	-7	0.0	4
2	CC(C)CCn1c(Sc2nc3ccccc3o2)nc2c1c(=O)[nH]c(=O)n2C	0	1	2	1	-1	1	3	-2.6	0
3	O=C(CN1CCN(c2ccccc2)CC1)Nc1nnc(-c2ccccc2)s1	1	2	-1	-9	-2	0	3	-3.6	4
4	CCOC(=O)CSc1nc2cc3c(cc2cc1CC)OCCO3	-4	5	9	12	-6	8	8	0.6	1
5	COC(=O)C(C)(C)ONC(=O)Nc1ccc([N+](=O)[O-])cc1	-1	1	5	5	-4	5	11	-0.2	5
6	CN(C)S(=O)(=O)c1ccc(C(=O)N2CCN(C(=O)C3CCCO3)CC2)cc1 (stereo unspecified)	.	0	6	4	-1	-1	0	.	9
7	COc1ccc(S(=O)(=O)Nc2c(C)cccc2C)cc1-n1cnnn1	0	6	1	3	2	0	9	0.9	3
8	CN(C)CCCNC(=O)Cc1ccc(Br)cc1	-2	2	0	2	-4	-5	-1	-2.3	9
9	CCOc1ccc(CCNC(=O)COC(=O)c2c(OC)cccc2OC)cc1OCC	2	3	0	-10	1	1	0	-0.7	-1
10	O=C(Nc1ccc(Cl)c([N+](=O)[O-])c1)C(Sc1ccccc1)c1ccccc1 (stereo unspecified)	-44	-33	4	3	-60	1	6	-1.1	-27
11	CC1CC(C)CN(S(=O)(=O)c2ccc3c(c2)oc(=O)n3CC(=O)N(C)Cc2ccccc2)C1 (stereo unspecified)	-22	-1	-3	1	-12	0	0	0.9	0
12	CC(C)(C)c1ccc(OCC(O)CNC(=O)c2ccccc2C(=O)O)cc1 (stereo unspecified)	2	8	7	2	-2	10	1	1.1	5
13	CC(=O)C1=C(c2ccccc2)NC(=O)NC1c1cccs1 (stereo unspecified)	-2	-4	6	3	1	-1	-4	-4.0	5
14	CCn1c(SCC(=O)NC2CCS(=O)(=O)C2)nnc1-c1ccccc1 (stereo unspecified)	-6	-5	2	14	3	0	0	1.0	1
15	CCC(C)c1ccccc1NC(=O)C(C)Sc1n[nH]c(N)n1 (stereo unspecified)	.	1	2	3	4	-1	-4	.	1
16	CCOc1cc(S(=O)(=O)NC2CCCCC2)ccc1F	-11	-3	-64	-22	-9	-1	-34	-3.1	3
17	O=C(/C=C/c1ccccc1)c1ccc2c(c1)OCO2	-2	6	4	1	3	1	-1	0.5	-1
18	Cc1cc(NC(=O)CSCC(=O)OCC(=O)Nc2ccc(OC(F)F)cc2)no1	.	-2	5	6	4	0	-3	.	-2
19	CSc1ncccc1C(=O)N1CCCC(C(=O)c2ccc3ccccc3c2)C1 (stereo unspecified)	3	4	4	1	25	4	-8	-1.4	1
20	CCC1(C)Cc2c(sc3nc(SCC(=O)O)[nH]c(=O)c23)CO1 (stereo unspecified)	2	1	5	9	0	1	8	1.1	4
21	O=c1c2ccccc2c(/C=N/c2n[nH]c(CCCO)n2)c(O)n1-c1ccccc1Cl	0	-2	4	5	0	0	5	-1.5	1
22	CN(c1ccccc1)S(=O)(=O)c1ccc(C(=O)N2CCN(c3ccccc3F)CC2)cc1	.	3	.	.	.	0	4	.	8
23	COc1ccc(CNS(=O)(=O)c2cc(-c3cc(C)no3)ccc2C)cc1OC	-2	-1	2	2	5	3	-10	0.7	2
24	COc1cc(/C=C/c2ccc3cccc(O)c3n2)cc(Br)c1OC	2	-5	5	6	-1	-2	1	1.7	3
25	CC(C)(C)Oc1ccccc1Nc1nc(NCCO)nc(N2CCCC2)n1	-1	1	4	8	2	54*	1	0.3	-1
26	O=C(COC(=O)c1cccc(F)c1)Nc1ccc2c(c1)OCCO2	.	9	0	2	-1	1	1	.	2
27	O=C(C1CCCN(S(=O)(=O)c2ccccc2[N+](=O)[O-])C1)N1CCN(c2ccccc2)CC1 (stereo unspecified)	-4	-2	-2	-9	4	1	-8	-1.6	2
28	Cc1ccc(NC(=O)CN(C)C(=O)c2cc(C)on2)cc1	.	-1	-2	-4	2	-1	4	.	6
29	Cn1cccc1C(=O)NC(=O)COC(=O)CNS(=O)(=O)c1ccc(Br)cc1	-1	9	12	6	0	3	9	0.9	14
30	COc1ccc(C(=O)NC(=S)Nc2ccc(S(=O)(=O)Nc3cc(C)on3)cc2)cc1OC	-2	0	9	3	-5	2	-4	2.9	4
31	COC(=O)C1=C(Nc2ccc(C)cc2)C=C(C)C(C(=O)OC)C1c1ccc(F)cc1 (stereo unspecified)	2	3	0	-1	0	5	4	-0.1	2
32	O=C(CN1CCC(NC(=O)c2ccc(Br)cc2)CC1)NCc1cccs1	0	-4	1	2	1	-2	6	-0.2	-2
33	CCC(=O)N1CCN(c2nnc(-c3ccccc3)c3ccccc23)CC1	4	2	1	-5	0	1	5	-1.7	3
34	CN(C)S(=O)(=O)c1cccc(NC(=S)N2CCCCC2CO)c1 (stereo unspecified)	-1	3	3	6	0	3	-5	0.0	-1
35	COc1ccc(C(=O)Nc2ccc3nc(N4CCCCC4)cc(C)c3c2)c(OC)c1	3	4	3	0	11	2	-3	-3.2	.
36	COc1cc(-c2nc3cnccn3c2Nc2ccc(C)cc2)ccc1O	3	6	0	-2	5	3	0	-0.3	2
37	O=C(O)c1ccccc1SC1CC(=O)N(c2ccc3c(c2)OCO3)C1=O (stereo unspecified)	2	0	9	14	-5	1	1	0.2	4
38	Cc1ccc(S(=O)(=O)N2C=CC(C(F)(F)F)=NCC2)cc1	1	2	-2	1	1	3	-3	2.1	11
39	CCOC(=O)C1CCN(S(=O)(=O)c2cn(C)cn2)CC1	-5	2	5	-3	4	-6	-3	2.4	1
40	Cc1cccc(OCc2nc(C#N)c(NCCN(C)C)o2)c1	1	4	4	-1	3	-2	5	-0.7	4
41	Cc1ccc(SCC(=O)Nc2cc(C)on2)cc1	5	3	4	10	-3	-1	8	2.5	16
42	Nc1cc(-c2nn[nH]n2)ccc1F	11	43*	18	24	-3	1	12	-10	6
43	Cc1cc(NC(=O)c2ccc3c(c2)C(=O)N(C(C)(C)C)C3=O)no1	-4	0	4	6	3	0	-4	0.5	6
44	CCCCC(=O)Nc1cccc(C(=O)N/N=C/c2ccc(OC)cc2OC)c1	-3	7	3	8	0	15	-1	-1.1	-7
45	CN(Cc1ccccc1)C(=O)c1[nH]cnc1C(=O)N[C@@H](CCCCNC(=O)OC(C)(C)C)C(=O)OC(C)(C)C	4	6	-5	-8	-3	11	1	2.3	2
46	FC(F)(F)COc1nc(OCC(F)(F)F)nc(N2CCN(c3ccccc3)CC2)n1	2	9	13	5	-4	-9	2	0.8	2
47	COc1cccc(C2/C(=C(/O)c3ccc4c(c3)CC(C)O4)C(=O)C(=O)N2c2nnc(C)s2)c1 (stereo unspecified)	-4	3	11	12	-5	2	4	-1.2	6
48	Cc1cccc(C(=O)NCc2nnc(SCC(=O)NC3=NCCS3)n2C)c1	0	1	1	-9	-1	-3	-1	1.5	3

Overlap with the part before: 2 entries, followed by the next part.
#	Compound	Fam108B counter	pPAFAH inh	Bcl-xL primary	MCL1-BIM inh	PME-1 primary	AHR activator	GLD-1 TGE inh	MEX-5 binding	PAFAH1B2 inh
47	COc1cccc(C2/C(=C(/O)c3ccc4c(c3)CC(C)O4)C(=O)C(=O)N2c2nnc(C)s2)c1 (stereo unspecified)	-4	3	11	12	-5	2	4	-1.2	6
48	Cc1cccc(C(=O)NCc2nnc(SCC(=O)NC3=NCCS3)n2C)c1	0	1	1	-9	-1	-3	-1	1.5	3
49	CC1=Nc2cc(C(=O)NCC3CCCO3)ccc2Sc2ccc(C)cc21 (stereo unspecified)	-5	6	4	-4	3	1	4	1.0	1
50	Cc1nc2ccc(NC(=O)[C@@H](NC(=O)c3c(F)cccc3F)C(C)C)cc2s1	.	5	-25	-41	-1	12	-117	.	-7
51	CC(=O)Nc1ccc(S(=O)(=O)N2CCN(CC(=O)N3CCOCC3)CC2)cc1	0	3	4	2	2	-1	-1	1.8	.
52	O=C1CCc2cc(S(=O)(=O)NCCC(=O)N3CCN(c4cccc(Cl)c4)CC3)ccc2N1	1	7	7	9	0	-2	0	.	-4
53	C=Cc1ccc(Cn2nc(-c3ccccc3)ccc2=O)cc1	0	-1	4	1	4	14	-2	-0.1	5
54	CC1(C)OC2C(CO)OC(n3cnc4c(=S)nc[nH]c43)C2O1 (stereo unspecified)	6	11	-3	-8	-2	0	2	1.9	0
55	C/C(=N\NC(=S)Nc1ccc(C(C)C)cc1)c1ccc2c(c1)OCO2	8	8	10	8	0	34	-4	2.2	1
56	On1c(-c2ccc(Cl)cc2)nc2ccccc21	-3	5	6	-2	-4	11	-1	1.2	.
57	O=C(O)C1CCN(C(=O)CSc2nnc(-c3ccccc3)o2)CC1	.	3	.	.	.	1	0	.	5
58	Nc1ccc2c(c1)OCCOCCOCCOCCOCCO2	0	1	11	7	4	-1	0	-8.3	0
59	CCOC(=O)Cn1ccc(-c2ccccc2)c(C#N)c1=O	-2	2	0	1	0	2	2	-0.1	0
60	CCN(c1ccccc1)S(=O)(=O)c1cc2c3c(c1)CCN3C(=O)CC2	0	-7	-9	-8	0	-1	0	-0.9	13
61	Cc1sc2ncnc(SCC(=O)Nc3ncccc3O)c2c1C	.	20	7	29	-2	8	-6	.	-4
62	CCNS(=O)(=O)c1ccc(CCC(=O)NC2CCCC2)cc1	1	-2	-3	-4	6	0	5	-0.1	-4
63	Cc1cc(C)cc(NC(=O)CCCN2C(=O)C(c3ccccc3)Oc3cccnc32)c1 (stereo unspecified)	-1	2	6	1	-2	7	-4	1.4	4
64	COC(=O)c1ccc(/C=C/C(=O)c2cccc(OC)c2)cc1	-6	6	7	10	-9	6	8	-1.3	-1
65	CN(C(=O)c1ccc2c(c1)SC1=NS(=O)(=O)CCN12)C(c1ccccc1)c1ccccc1	3	0	5	4	-5	-1	6	0.1	4
66	COc1ccc(CNC(=O)C2CCCN(S(=O)(=O)c3ccc4c(c3)C(C)(C)C(=O)N4C)C2)cc1 (stereo unspecified)	-3	-6	0	0	3	0	5	-1.2	6
67	CCC(C)(C)NC(=O)C1CCN(c2nc(C)cc(C)n2)CC1	1	1	6	-3	2	-1	3	2.7	5
68	Cc1nn(-c2nc(-c3ccco3)cc(C(F)(F)F)n2)c(C)c1Br	0	0	6	7	-1	4	-3	-1.4	-3
69	COc1ccccc1OCCn1cc(C(=O)C(C)C)c2ccccc21	7	-1	9	-1	-6	3	2	0.7	2
70	CS(=O)(=O)c1nc(-c2cccs2)cc(C(F)(F)F)n1	-15	13	10	9	-13	-1	-4	0.5	.
71	CC(C)(C)C(=O)N1CCN(S(=O)(=O)c2ccc3c(c2)OCCCO3)CC1	-3	3	4	-1	-4	-2	3	-0.2	2
72	Cc1cc(=O)oc2cc3c(cc12)OCO3	-1	3	3	-1	-5	4	0	-0.3	0
73	CCCCCCOC(=O)Nc1ccc(S(=O)(=O)Nc2cccc([N+](=O)[O-])c2)cc1	-2	7	0	-2	-16	6	11	-2.7	11
74	Cc1ccc(-c2nc(NCCCO)c3ccccc3n2)cc1	-6	-1	6	0	6	33	1	-0.4	1
75	COc1ccc([N+](=O)[O-])cc1NC(=O)C1(c2ccc(OC)c(OC)c2)CCOCC1	1	2	4	5	-2	-2	-2	0.6	.
76	COc1cccc(-c2nc(NC3CCCC3)c3ccccc3n2)c1O	15	17	1	2	27*	18	-2	-0.3	1
